Source: PubChem BioAssay
TRHR agonist: activates the human TRH receptor | P34981 | TRHR cells, calcium flux fluo-8, FDSS agonist mode | activation, % at 2 µM | 0.18% of 360,000 active; in the data active = activation above about 30%; also: 0% is about no effect
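Agonist-mode FDSS calcium read (Ex 480/Em 530, 1 s cycles) in 1536-well TRHR cells with fluo-8 dye, after 10-cycle baseline and 23 nL compound addition; TRH at EC20 (10 nM final) added afterwards for the enhancer phase.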
RXFP1 antag: antagonists of human relaxin receptor RXFP1; Q9HBX9; HEK293-RXFP1, relaxin-stimulated cAMP HTRF, 30 min; stronger effect = lower value; activity change, negative = inhibition, % at 57.5 µM; 0.59% of 350,000 active;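 active = activity change of -60% or lower, but not beyond a set lower limit; inconclusive = change between -60% and -40%, or beyond the set limit; inactive = change above -40%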; also: % is scaled to controls: 0 for no effect and ±100 for the full control effect
D1 ag: human D1 receptor agonism | P21728 | HEK293 T-REx D1 cells, calcium flux, agonist mode | activation, % at 2 µM | 1% of 360,000 active; in the data active = activation above about 30%; also: 0% is about no effect
Target sequence (P21728 whole entry, looked up): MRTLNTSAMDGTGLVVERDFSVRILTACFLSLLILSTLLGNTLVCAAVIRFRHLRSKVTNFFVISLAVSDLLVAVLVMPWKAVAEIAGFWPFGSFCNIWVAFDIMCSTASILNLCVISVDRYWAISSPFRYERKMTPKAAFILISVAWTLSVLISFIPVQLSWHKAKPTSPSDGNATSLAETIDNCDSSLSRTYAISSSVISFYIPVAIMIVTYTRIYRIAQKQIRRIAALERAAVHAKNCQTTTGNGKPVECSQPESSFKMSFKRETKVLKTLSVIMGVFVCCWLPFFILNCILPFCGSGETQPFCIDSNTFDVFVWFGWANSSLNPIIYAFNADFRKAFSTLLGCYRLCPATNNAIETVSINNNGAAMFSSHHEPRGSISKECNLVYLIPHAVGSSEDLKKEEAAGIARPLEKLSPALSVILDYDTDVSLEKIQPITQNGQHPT
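Agonism was scored from calcium flux recorded over 180 s (1 read/s) after pintool compound addition, following a 10-cycle baseline. Cells were inducible force-coupled HEK293 TREx D1, plated overnight at 30 C and loaded with no-wash calcium dye.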
D1 antag: antagonists of human D1 dopamine receptor; P21728; HEK293 TREx D1 cells, calcium flux, dopamine EC80; stronger effect = lower value; activity change, negative = inhibition, % at 10 µM; 3.2% of 360,000 active; AID 504652; in the data active = activity change below about -30%; also: % is scaled to controls: 0 for no effect and ±100 for the full control effect
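Tetracycline-induced HEK293 Trex D1 cells, force-coupled to calcium, dye-loaded; compounds added and read 180 s, then EC80 dopamine added and calcium flux tracked kinetically another 180 s.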
RXFP1 agonist: agonists of human relaxin receptor RXFP1 | Q9HBX9 | HEK293T-RXFP1 cAMP TR-FRET, 30 min; response scale: percent of porcine relaxin response, buffer zero | Potency, µM (titrated, usually from 57.5 µM), inactives show top-dose activation, usual class: activators | 0.3% of 370,000 active | AID 2676; also: potency is read from the fitted curve at half-maximal effect; % is scaled to controls: 0 for no effect and ±100 for the full control effect; nearly all actives have a fitted effect of over 60% in size; many of its hits are not listed in these tables
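cAMP rise read by TR-FRET after 30 min, 37C compound exposure (up to 58 uM) in RXFP1-transfected HEK293 cells with Ro 20174 present. EC50 from Hill-equation fits, with 29 nM porcine relaxin as 100% and buffer as basal.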
Apoferritin bind: binds horse apoferritin like a general anesthetic. 0.074% of 350,000 active. apoferritin/1-aminoanthracene competitive binding, fluorescence. Potency, µM (doses to about 77.5 µM), for the others: at the top dose activity change, negative = displacement, actives largely listed as inhibitors. P02791; also: potency is read from the fitted curve at half-maximal effect; % is scaled to controls: 0 for no effect and ±100 for the full control effect; nearly all actives have a fitted effect of over 20% in size
Target sequence (P02791 2-175 limits assumed): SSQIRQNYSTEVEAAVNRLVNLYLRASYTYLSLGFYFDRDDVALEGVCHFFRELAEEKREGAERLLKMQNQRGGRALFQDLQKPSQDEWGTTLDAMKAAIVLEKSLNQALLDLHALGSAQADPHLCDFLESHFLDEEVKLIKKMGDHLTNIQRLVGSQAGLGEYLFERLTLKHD
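Read-out: endpoint 1-AMA fluorescence, excitation 380 nm and emission 535 nm, after compounds sit 10 min at room temperature with 10 uM horse-spleen apoferritin in 50% saturated 1-AMA/PBS. Values come from four-parameter Hill fits.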
D2 potentiator: D2 dopamine receptor (human) potentiation | potentiation, % at 10 µM | 0.34% of 340,000 active | AID 485347 | HEK293 T-REx D2, calcium flux, EC20 dopamine potentiation | P14416;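 active = potentiation over 3 SD above the plate norm, cut at about 30% in these data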; also: 0% is about no effect
Target sequence (P14416 whole entry, looked up): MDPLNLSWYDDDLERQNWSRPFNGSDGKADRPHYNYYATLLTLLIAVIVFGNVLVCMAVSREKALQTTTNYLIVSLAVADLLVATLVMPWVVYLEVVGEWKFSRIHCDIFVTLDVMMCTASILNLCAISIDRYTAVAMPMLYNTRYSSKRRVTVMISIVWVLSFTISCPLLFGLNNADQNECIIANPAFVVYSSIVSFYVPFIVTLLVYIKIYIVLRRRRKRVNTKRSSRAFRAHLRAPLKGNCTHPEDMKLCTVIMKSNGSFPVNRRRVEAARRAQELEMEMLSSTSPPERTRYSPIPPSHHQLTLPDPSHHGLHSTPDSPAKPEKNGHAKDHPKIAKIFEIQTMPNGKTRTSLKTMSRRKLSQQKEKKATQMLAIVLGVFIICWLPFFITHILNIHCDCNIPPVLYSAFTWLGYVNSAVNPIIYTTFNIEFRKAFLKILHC
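Tetracycline-induced Hek293 Trex D2 cells, force-coupled to calcium, loaded with no-wash calcium dye. Compound added with 180 s kinetic read for agonism, then EC20 dopamine and a further 180 s read for potentiation.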
TRHR PAM: TRH receptor (human) allosteric enhancement | enhancement, % at 2 µM | TRHR cells, fluo-8 calcium fluorescence, EC20 TRH enhancement | P34981 | 0.66% of 360,000 active; in the data active = enhancement above about 30%; also: 0% is about no effect
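TRHR-expressing cells loaded with fluo-8 calcium dye were read kinetically (ex 480/em 530) during compound addition, then stimulated with an EC20 of TRH (10 nM final). Enhancement of the Gq-mediated intracellular calcium response was scored.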
D1 potentiator: human D1 dopamine receptor positive modulation | AID 504651 | P21728 | HEK293 TREx D1 cells, calcium flux, dopamine EC20 potentiation | potentiation, % at 10 µM | 0.036% of 360,000 active; in the data active = potentiation above about 30%; also: 0% is about no effect
An asterisk follows results filed as active; ? = inconclusive; · = no result given; [ ] = another dose, or the depositor's remark. Unless noted, calls follow the shape of the dose curve; as a rule, active = well fitted curve in the direction sought with a large enough effect; inconclusive = small, poorly fitted or top-dose-only effect, or another doubt; inactive = no such curve, though single readings can be large; an effect the other way counts as inactive or inconclusive.

SMILES	TRHR agonist	RXFP1 antag	D1 ag	D1 antag	RXFP1 agonist	Apoferritin bind	D2 potentiator	TRHR PAM	D1 potentiator
COc1cc(/C=N/NC(=O)CCc2n[nH]c(=O)[nH]c2=O)cc(OC)c1OC	-0.3	14	0	-19	-1.8%	1%	9	2	-1
O=C(CSc1ccsc1[N+](=O)[O-])N1CCN(c2ccc(Cl)cc2)CC1	-0.1	-24	3	4	0.9%	4%	-3	6	4
COc1ccc(CCNC(=O)CCn2cccc2)cc1OC	-0.1	10	2	-4	0.7%	-13%	-9	0	-6
CCc1nnc(NC(=O)CSc2nc(-c3ccccc3)cc(-c3ccc(OC)cc3)c2C#N)s1	2.9	-2	8	14	6.1%	5%	-4	19	6
Cc1ccc(NC(=O)c2ccccc2Cl)c(Cl)c1	-0.3	13	1	-20	0.4%	-20%	0	2	1
NC(=S)NNC(=O)/C(=C/c1ccc(Br)cc1)NC(=O)c1ccccc1	0.5	7	4	2	-0.4%	-10%	0	2	2
CCOC(=O)N1CCN(C(=O)C2CCN(C(=O)c3cc(OC)cc(OC)c3)CC2)CC1	-0.4	0	3	8	0.2%	-7%	-6	-7	-7
CC(NC(=O)CN1CCN(c2ccccc2F)CC1)c1ccccc1 (stereo not given)	0.1	-7	4	5	3.4%	-10%	-14	2	-2
CCc1ccccc1N(C)S(=O)(=O)c1ccc2[nH]cc(C(=O)O)c(=O)c2c1	-0.5	-30	-2	-13	1.5%	-8%	0	13	-3
Cc1ccc(-c2nnn(CC(=O)N(c3ccc(F)cc3)C(C(=O)NC(C)(C)C)c3ccco3)n2)o1 (stereo not given)	0.0	6	-3	8	1.2%	-7%	-1	-3	-14
O=C(CN1CCCc2ccccc21)NC(=O)NCc1ccco1	-1.2	7	0	-11	-0.8%	-20%	6	3	-11
CCOc1ccc(CCNC(=O)c2c(C)oc3ncnc(N4CCOCC4)c23)cc1	-0.7	2	1	4	0.2%	-12%	6	16	2
CCC(Sc1nc(=O)cc(N)n1CCc1ccccc1)C(=O)Nc1cc(C)on1 (stereo not given)	0.6	-1	-1	-25	-0.3%	-9%	-2	-1	-7
CC1(C)CC2(CC(c3ccccc3)c3ccc(O)cc3O2)NC(=S)N1 (stereo not given)	0.5	-12	2	-5	-0.6%	-4%	13	3	-4
CC(=O)Nc1cccc(C(=O)/C=C/c2ccco2)c1	1.8	-6	1	-7	0.8%	-15%	0	-3	-3
CCOc1ccc(OCC)c(C2C(C#N)=C(N)N(c3cccnc3)C3=C2C(=O)CC(C)(C)C3)c1 (stereo not given)	-1.5	-1	1	-12	0.1%	-9%	13	8	2
COc1ccc(-c2cn3c(n2)sc2cc(C(=O)NCc4ccccc4OC)ccc23)cc1	-0.2	6	7	14	21%	-16%	-3	-13	3
O=C(CSc1nnc(Cc2ccccc2)n1C1CCCCC1)N1CCOCC1	0.8	9	1	13	-0.3%	0%	9	-4	2
O=C(Nc1ccc(N2CCOCC2)cc1)C1CCN(S(=O)(=O)c2ccc3c(c2)OCCO3)CC1	-0.3	0	1	2	1.3%	-10%	-3	-5	6
Cc1nc2nc[nH]n2c(=O)c1NS(=O)(=O)c1ccc(C(C)(C)C)cc1	-1.7	13	1	0	1.4%	-8%	-1	-4	-8
Cc1ccccc1-c1cn(-c2ccccc2)c(=S)[nH]1	0.8	-17	1	7	7.1%	-8%	-3	1	-1
COc1ccccc1CNC(=O)C1CCC1	0.0	7	1	5	1.4%	-7%	-1	2	4
O=Nc1ccc(NOC(=O)c2ccccc2Br)cc1	0.1	-4	1	-11	0.6%	-17%	1	-3	-3
O=C(COc1ccc(Br)cc1)NNC(=S)NCc1ccccc1	0.0	-1	-2	17	-1.3%	-3%	8	-9	-2
CC(NC(=O)c1ccc2c(c1)OCCO2)c1ccc(S(N)(=O)=O)cc1 (stereo not given)	1.0	13	-1	-7	0.8%	-4%	-9	-3	-2

Next part:
SMILES	TRHR agonist	RXFP1 antag	D1 ag	D1 antag	RXFP1 agonist	Apoferritin bind	D2 potentiator	TRHR PAM	D1 potentiator
CCOc1ccc(-c2nnn(CC(=O)NCCc3c[nH]c4ccccc34)n2)cc1	0.0	2	15	-12	-1.2%	-9%	-8	-6	-7
CCN(CCN1CCCC1)C(=O)c1cc(COc2ccccc2SC)on1	0.1	-6	1	0	0.2%	-20%	-17	2	-6
CCn1c2ccccc2c2cc(NC(=O)CN(C)CC(=O)Nc3ccc(N4CCOCC4)cc3)ccc21	0.3	1	1	11	-0.2%	10%	-2	9	-2
Cc1ccc(C2CC(c3ccccc3)=NN2c2ccccc2)o1 (stereo not given)	0.0	-5	6	14	11%	398%[activator]	-3	-1	-1
COc1ccccc1CNC(=O)CCCCn1c(=O)c2ccccc2n(Cc2c(C)cc(C)cc2C)c1=O	-0.4	·	-1	-20	15%	1%	-10	10	2
COc1cc(CN2CC(=O)N(c3ccc(C)cc3)C2=S)cc(OC)c1OC	-0.6	-1	2	8	8.9%	-3%	7	13	-2
COc1ccc(-c2nc(CS(=O)CC(=O)NC3CCCCC3)c(C)o2)cc1 (stereo not given)	-1.2	12	1	0	-0.1%	?	6	-12	-2
O=C(O)CCSc1nnc(-c2ccc(Cl)cc2Cl)o1	-0.5	2	-1	14	11%	5%	-1	-6	-3
CCc1nn(CC(=O)NC(C)CC)c(=O)c2cc3c(OC)cccc3n12 (stereo not given)	-0.1	-4	0	4	4.3%	15%	15	15	-2
CCOc1ccc(C2CC(=O)c3c([nH]c(C(=O)OCCOc4ccccc4)c3C)C2)cc1 (stereo not given)	2.5	-4	5	1	4.4%	5%	·	-1	-2
COc1ccc(-c2c[n+]3c(n2-c2c(C)n(C)n(-c4ccccc4)c2=O)CCCCC3)cc1	0.2	-20	2	14	-1.9%	-8%	-4	0	-4
C=CCNC(=O)CN(c1ccc(F)cc1)S(=O)(=O)c1ccc(OC)cc1	0.0	8	3	-49*	1.7%	-16%	-6	3	-12
O=C1C2C3C=CC(C4CC34)C2C(=O)N1c1cc(Cl)ccn1 (stereo not given)	-0.9	-8	1	-19	-1.1%	?	-2	1	-2
Cc1ccccc1CN1CCN(CC(=O)NCc2ccccn2)C1=O	0.1	·	0	0	0.4%	3%	5	-9	-8
CCOc1ccc2nc(SCC(=O)Nc3nonc3C)[nH]c2c1	-0.6	-5	1	-35*	-2.8%	-8%	0	0	-4
c1ccc2[nH]c(CCCCc3nc4ccccc4[nH]3)nc2c1	-1.2	11	1	-2	4.4%	-13%	-8	5	-4
COc1cccc(NC(=O)CSc2nccn(-c3ccc4c(c3)OCCO4)c2=O)c1	-0.7	-15	1	-2	6.8%	·	-15	5	-1
COc1ccccc1C(N)=S	0.3	-5	0	4	-0.2%	-2%	13	1	1
O=C1CCC(C(=O)OCc2ccccc2)N1 (stereo not given)	0.6	20	4	1	0.1%	-2%	-2	2	-2
COc1cc2nc(C3CCC3)n(N)c(=O)c2cc1OC	0.5	-6	-1	1	-0.7%	-3%	·	4	-9
COC(=O)c1ccc(S(N)(=O)=O)o1	0.5	-4	1	8	3.7%	2%	2	0	-3
COC(=O)N/N=C/c1cc(C)n(-c2cccc3ccccc23)c1C	-0.5	·	4	-1	0.4%	-4%	10	-6	-4
CN1CCC(N(C)S(=O)(=O)c2ccc(NC(=O)COc3ccc([N+](=O)[O-])cc3)cc2)CC1	1.9	-6	34*	-4	6.3%	·	-11	-3	-8
COc1cc(OC)cc(C(=O)NC(=S)NNC(=O)[C@H]2C[C@@H]2c2ccccc2)c1	7.1	-18	88*	-9	-0.3%	-5%	-9	-1	-3
Nn1c(SCc2ccccc2)nc2ccccc21	0.6	-1	1	-1	-0.8%	-12%	7	3	-7

(cont.)
SMILES	TRHR agonist	RXFP1 antag	D1 ag	D1 antag	RXFP1 agonist	Apoferritin bind	D2 potentiator	TRHR PAM	D1 potentiator
COc1ccc2c(c1)OC(c1ccccc1)(C(F)(F)F)NC2=O (stereo not given)	-0.3	-12	3	-1	-1.3%	-3%	0	9	-2
CC(C)(C)n1nc2c(c1NC(=O)COc1ccc(Cl)cc1)CS(=O)(=O)C2	-1.2	-4	4	11	-0.7%	-2%	-4	2	3
COc1ccccc1NC(=O)CN1CCCCCC1	-0.1	4	0	2	0.2%	5%	1	-1	-7
C#CCn1c(/C=C/c2ccc(Cl)cc2)nc2ccccc21	-1.7	-4	6	-36*	11%	85%[activator]	-14	-1	-3
CC1CCN(S(=O)(=O)c2ccc3c(c2)N(CC(=O)NCC(C)c2ccccc2)C(=O)CO3)CC1 (stereo not given)	-1.4	·	4	5	1.2%	-5%	-5	4	0
COc1cc(C(=O)OCC(=O)Nc2nnc(-c3ccccc3)o2)cc(OC)c1OC	0.1	-19	2	10	-0.1%	·	1	-11	3
O=C(CN1CCN(S(=O)(=O)c2ccc(F)cc2)CC1)NC1CC1	0.8	-5	4	-12	2.9%	-12%	-7	9	4
O=C(NCCN1CCOCC1)c1ccc(CS(=O)(=O)c2c(Cl)cccc2Cl)o1	0.3	·	2	-17	0.1%	-7%	-9	-3	-6
Cc1cc(NS(=O)(=O)c2ccc(NC(=O)c3ccoc3C)cc2)nc(C)n1	0.0	8	5	-8	3.1%	-13%	4	4	-5
COc1cc(CCC(=O)Nc2nnc(C)s2)cc(OC)c1OC	0.2	1	0	18	0.1%	3%	·	-3	0
Cc1ccc(-c2nnnn2CS(=O)(=O)c2ccccc2)cc1	0.5	10	3	-1	0.1%	7%	0	0	-5
O=S(=O)(Nc1ncccn1)c1ccc(NC(=S)Nc2ccccc2Cl)cc1	-0.6	-1	1	-1	0.5%	-2%	10	0	3
O=C(O)C12CC3CC(C1)CC(n1ncc(NCc4ccco4)c(Cl)c1=O)(C3)C2	-0.6	14	7	-16	3.3%	1%	7	1	-5
CCCCOc1ccc(C(=O)NCCc2sc3nc(-c4ccc(OC)cc4)nn3c2C)cc1	1.1	·	2	·	2.3%	52%[activator]	-4	15	-3

A different layout for part of the listing above:
compound,TRHR agonist,RXFP1 antag,D1 ag,D1 antag,RXFP1 agonist,Apoferritin bind,D2 potentiator,TRHR PAM,D1 potentiator
C#CCn1c(/C=C/c2ccc(Cl)cc2)nc2ccccc21,-1.7,-4,6,-36*,11%,85%[activator],-14,-1,-3
O=C(CN1CCN(S(=O)(=O)c2ccc(F)cc2)CC1)NC1CC1,0.8,-5,4,-12,2.9%,-12%,-7,9,4
CC(C)(C)n1nc2c(c1NC(=O)COc1ccc(Cl)cc1)CS(=O)(=O)C2,-1.2,-4,4,11,-0.7%,-2%,-4,2,3
COc1ccccc1NC(=O)CN1CCCCCC1,-0.1,4,0,2,0.2%,5%,1,-1,-7

Not all compounds are listed. The share of hits here may be higher or lower than overall.
